ADAM10 inh – human ADAM10 inhibitors, primary screen, biochemical, QFRET, HTS; inhibition, % at 7 µM; Disintegrin and metalloproteinase domain-containing protein 10 (Homo sapiens), O14672; AID 720582, 2013; 370,000 compounds, 0.62% hits; recombinant ADAM10, EDANS/DABCYL FRET peptide cleavage, 3 h;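 active = inhibition above a per-campaign cutoff equal to the mean of compounds falling between control-based bounds plus 3 SD, cut at about 20% in these data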;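 note: 0% = DMSO wells while the 100% control is not disclosed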
ssDAF-12 act – S. stercoralis DAF-12 nuclear receptor activators, primary screen, cell-based, luminescence, HEK293, GRIP1 co-expression, lit1-tk-luc; HEK293 ssDAF-12/GRIP1 lit1-tk-luc reporter; % of 3 µM dafachronic acid response; Nuclear hormone receptor DAF-12 (Strongyloides stercoralis); activation, % at 6.8 µM; 370,000 compounds, 1% hits;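 active = activation above the mean over all tested compounds plus 3 SD, cut at about 0.9% in these data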;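 note: 0% = DMSO-only wells and 100% = 3 µM delta7-dafachronic acid wells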
DAX1 inh-1 – DAX1 (NR0B1) inhibitors on StAR promoter, primary screen, cell-based, luminescence, SF-1 (NR5A1), full-length DAX-1; HEK293T StAR-luciferase reporter, SF-1/DAX-1 repression relief; AID 652010, 2013; 370,000 compounds, 1.1% hits; inhibition, % at 6.8 µM;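 active = inhibition above the mean over all tested compounds plus 3 SD, cut at about 3.6% in these data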;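 note: 0% = DAX-1 cells with DMSO and 100% = cells lacking DAX-1 with DMSO; higher inhibition means more luminescence from relief of DAX-1 repression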
GC-B act – human GC-B receptor activators, primary screen, HEK293 GC-B cells, cGMP TR-FRET, EC30 CNP | 0% at EC30 CNP, 100% saturating CNP | 370,000 compounds, 0.11% hits | Atrial natriuretic peptide receptor 2 (Homo sapiens), P20594 | activation, % at 10 µM;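 active = activation at 10 µM reaching about 35% in either raw or pattern-adjusted values, limit read from the data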
SMARCA2 act – SMARCA2 (BRM) function activators, primary screen, cell-based, luminescence, high throughput. MG213 cells, MMTV-luciferase reporter, dexamethasone, overnight. 370,000 compounds, 1% hits. activation, % at 9.1 µM; in the data active = activation above about 7.8%;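 note: 0% = vehicle wells and 100% = reference activator wells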
DAX1 inh-2 – DAX1 (NR0B1) inhibitors, primary screen, cell-based, HEK293, Gal4-DAX1, luciferase luminescence; inhibition, % at 6.75 µM; AID 504766, 2011; 340,000 compounds, 0.99% hits; HEK293 Gal4-DAX1 luciferase reporter; Nuclear receptor subfamily 0 group B member 1 (Homo sapiens), P51843;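 active = inhibition above the mean over all tested compounds plus 3 SD, cut at about 4.2% in these data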;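 note: 0% = DAX1-transfected cells with DMSO and 100% = empty-vector control cells with DMSO; inhibition shows as a rise in luminescence from relieved DAX1 repression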
NPR1 activator – GC-A stimulated cGMP production enhancers – HEK293 GC-A cells, cGMP TR-FRET, EC30 ANP, primary screen; Atrial natriuretic peptide receptor 1 (Homo sapiens), P16066; 0% at EC30 ANP, 100% saturating ANP; activation, % at 10 µM; 370,000 compounds, 0.14% hits; AID 1671463, 2021; in the data active = activation above about 40%
Target sequence (P16066 whole entry, looked up): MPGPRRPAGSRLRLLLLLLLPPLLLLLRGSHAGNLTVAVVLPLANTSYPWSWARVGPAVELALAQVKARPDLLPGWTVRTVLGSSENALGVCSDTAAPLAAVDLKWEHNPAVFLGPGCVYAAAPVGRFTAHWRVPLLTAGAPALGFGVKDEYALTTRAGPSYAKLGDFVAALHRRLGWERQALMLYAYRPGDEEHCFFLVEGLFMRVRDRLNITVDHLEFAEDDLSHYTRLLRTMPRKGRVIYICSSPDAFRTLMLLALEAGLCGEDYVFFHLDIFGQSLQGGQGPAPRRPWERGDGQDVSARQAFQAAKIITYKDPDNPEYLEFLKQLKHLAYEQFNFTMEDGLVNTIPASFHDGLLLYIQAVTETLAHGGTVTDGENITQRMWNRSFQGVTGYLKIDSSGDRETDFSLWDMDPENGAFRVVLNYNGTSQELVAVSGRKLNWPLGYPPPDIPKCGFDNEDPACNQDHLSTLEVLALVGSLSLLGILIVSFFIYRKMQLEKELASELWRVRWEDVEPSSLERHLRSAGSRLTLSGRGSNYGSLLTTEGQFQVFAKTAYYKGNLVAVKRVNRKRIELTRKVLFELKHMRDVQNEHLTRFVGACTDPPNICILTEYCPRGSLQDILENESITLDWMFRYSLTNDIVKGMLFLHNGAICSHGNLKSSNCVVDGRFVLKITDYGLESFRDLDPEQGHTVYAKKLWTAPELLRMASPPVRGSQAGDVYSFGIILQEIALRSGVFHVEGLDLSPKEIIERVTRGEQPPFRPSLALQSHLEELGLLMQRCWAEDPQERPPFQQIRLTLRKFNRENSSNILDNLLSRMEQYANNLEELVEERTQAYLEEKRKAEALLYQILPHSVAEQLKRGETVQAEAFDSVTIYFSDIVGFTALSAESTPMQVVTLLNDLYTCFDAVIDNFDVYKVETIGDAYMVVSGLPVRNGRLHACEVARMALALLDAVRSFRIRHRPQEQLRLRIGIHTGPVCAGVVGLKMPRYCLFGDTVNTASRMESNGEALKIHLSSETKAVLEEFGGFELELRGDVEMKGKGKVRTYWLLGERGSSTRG
hgDAF-12 ag – H. glycines DAF-12 receptor agonists, primary screen, cell-based, luminescence, HEK293, GAL4 fusion, UAS-luciferase | HEK293 GAL4-hgDAF12 UAS-luciferase reporter, agonist luminescence; normalized to butyrate control | activation, % at 6.8 µM | 370,000 compounds, 1.8% hits | AID 687014, 2013;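 active = activation above a cutoff set at the mean of all screened compounds plus 3 SD, cut at about 10% in these data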;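 note: 0% = DMSO wells and 100% = sodium butyrate wells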
sPLA2-III inh – human group III sPLA2 inhibitors, primary screen, biochemical, QFRET, BODIPY PC-A2 liposome substrate | QFRET BODIPY PC-A2 liposome hydrolysis, fluorescence | 370,000 compounds, 0.56% hits | inhibition, % at 12.2 µM;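 active = inhibition above mean plus 3 SD of compounds lying within the high and low control bounds, cut at about 19% in these data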;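 note: 0% = median of test compound wells and 100% = no enzyme DMSO wells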
GAA850 FXN act – FXN promoter activators, primary screen, cell-based, luciferase luminescence, HEK293 lucGAA850 | HEK293 lucGAA850 FXN promoter luciferase reporter, 24 h; percent of 10 µM SAHA response | 360,000 compounds, 0.56% hits | AID 540364, 2011 | activation, % at 6 µM;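 active = activation above the average of all compounds screened plus 3 SD, cutoff fixed separately per campaign, cut at about 7.5% in these data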;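 note: 0% = DMSO wells and 100% = 10 µM SAHA wells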
hcDAF-12 act – H. contortus DAF-12 nuclear receptor activators, primary screen, cell-based, luminescence, HEK293, lit1-tk-luc reporter | HEK293 hcDAF-12 lit1-tk-luc reporter; 0% DMSO, 100% Δ7-dafachronic acid | 370,000 compounds, 1.4% hits | activation, % at 6.8 µM | AID 652067, 2013;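 active = activation above the mean of all tested compounds plus 3 SD, cut at about 5.5% in these data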;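 note: 100% = response to 3 µM Δ7-dafachronic acid high control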
Active calls of the source: *; i = inactive; / = not tested or not shown.

(1) CC(C)C[C@H]1CNC(=O)C(=O)N1C[C@@H]1CCCN1C[C@H](Cc1ccccc1)N1C[C@H](CC(C)C)N(CC2CCCCCC2)C(=O)C1=O
(2) CN(C(=O)COC(=O)c1ccc(Cl)c(S(=O)(=O)N2CCCCC2)c1)C1(C#N)CCCCC1
(3) COC(=O)c1cc(Br)ccc1NC(=O)Nc1ccc(C)cc1
(4) Cc1ccc(C)c(OCc2cc(C(=O)N3CC[C@@H]4CCCC[C@H]4C3)no2)c1
(5) CC1=C(C(=O)OC2CCCC2)C(c2coc3ccccc3c2=O)C2=C(CC(C)(C)CC2=O)N1 (stereo unspecified)
(6) O=C(CSc1ccsc1[N+](=O)[O-])Nc1cc(F)ccc1F
(7) Cc1n[nH]c(C)c1CCCCOc1ccc([N+](=O)[O-])cc1
(8) O=C1C(Cl)=C(N2CCCCCC2)C(=O)N1c1ccccc1
Assay by compound	1	2	3	4	5	6	7	8
DAX1 inh-1	1.6	-1.3	0.5	5.5*	-0.6	-1.8	-1.2	-0.9
ADAM10 inh	6	-6	6	-11	7	0	3	0
GC-B act	2	2	8	-4	1	2	2	-3
NPR1 activator	1	2	6	-1	-2	0	7	-8
hcDAF-12 act	0.2	0.7	-2.3	6.5*	-1.4	0.3	-2.0	-1.8
hgDAF-12 ag	0.7	0.7	1.0	8.6	-2.9	2.3	-5.1	-0.3
sPLA2-III inh	7	11	-2	-2	1	-6	11	-8
ssDAF-12 act	-0.6	-1.4	-0.1	0.5	-2.0	-1.3	-1.0	-1.6
DAX1 inh-2	/	0.6	0.5	0.8	-0.8	-0.6	-0.5	1.5
SMARCA2 act	-4	-3	1	1	2	2	-1	-1
GAA850 FXN act	/	-0.1	2.1	3.9	0.5	1.8	0.8	2.0

(9) CC(=O)c1c(C)[nH]c(C(=O)NCc2ccccc2)c1C
(10) C=Cn1cc[n+](CC(=O)c2cc(C(C)(C)C)c(O)c(C(C)(C)C)c2)c1
(11) Oc1c(N=NC(=S)Nc2ccccc2F)c2ccccc2n1Cc1ccccc1
(12) COc1ccccc1/C=C/C(=O)NC(=S)NCC1CCCO1 (stereo unspecified)
(13) Cc1cccc(-n2cc[nH]c2=S)c1
(14) Cc1cc(C(=O)COc2cc(F)ccc2[N+](=O)[O-])c(C)n1C1CC1
(15) O=C(CN1CCN(C(=O)CNC(=O)c2ccc(-c3ccccc3)cc2)CC1)Nc1ccccc1Cl
(16) COc1ccccc1NC(=O)c1[nH]c(C)c(C(C)=O)c1C
Assay by compound	9	10	11	12	13	14	15	16
DAX1 inh-1	-0.4	0.2	-0.2	-0.6	-0.3	-0.4	-6.3	-0.2
ADAM10 inh	1	0	9	-210	2	7	0	2
GC-B act	-3	2	-2	3	1	-3	2	-6
NPR1 activator	-5	5	4	1	2	5	-1	-4
hcDAF-12 act	-1.7	-0.7	0.2	-2.2	-0.2	-1.1	-3.6	0.6
hgDAF-12 ag	-2.4	0.1	2.9	-2.3	0.5	-1.9	-6.0	2.9
sPLA2-III inh	-1	-59	0	-8	6	3	-3	1
ssDAF-12 act	-0.9	-0.7	-0.3	-2.4	-1.2	-0.6	-2.7	0.2
DAX1 inh-2	0.7	-1.7	0.3	-1.4	0.6	-0.1	-0.7	2.0
SMARCA2 act	0	-4	-1	1	7	0	-6	1
GAA850 FXN act	1.1	-0.7	1.2	0.6	-0.3	1.8	-1.1	-0.4

(17) C/C(=N\NC(=O)C1CCCC1)c1ccc(NC(=O)C(F)(F)F)cc1
(18) CNS(=O)(=O)c1cc(O)c2c(S(=O)(=O)NC)cccc2c1
(19) COc1ccc(NC(=O)CNC(=O)C2CCCCC2)cc1
(20) Nc1ccc(C(=O)Nc2ccc(NC(=O)c3ccco3)c(O)c2)cc1
(21) CC1(C)CC(n2c(NCCO)nc3c(c2=O)C2(CCCC2)Cc2ccccc2-3)CCO1 (stereo unspecified)
(22) Cc1occc1-c1nnc(SCC(=O)N2CCN(c3ccccc3F)CC2)n1C
(23) CCCC(=O)NC(c1ccccc1Cl)c1ccc2cccnc2c1O (stereo unspecified)
(24) CC(C)c1ccc(OCC(=O)Nc2ccc(OC(F)(F)F)cc2)cc1
Assay by compound	17	18	19	20	21	22	23	24
DAX1 inh-1	-0.8	0.1	-0.2	-0.2	-0.5	-0.2	-1.9	-0.2
ADAM10 inh	-2	-8	-2	5	-219	13	9	7
GC-B act	-1	4	-4	-7	-9	-3	-2	3
NPR1 activator	0	7	7	-1	-4	-3	-5	0
hcDAF-12 act	0.6	0.5	-1.6	0.0	-2.1	-1.4	-3.5	-1.4
hgDAF-12 ag	3.8	-2.1	1.9	-1.2	-0.7	-0.8	-10.0	0.7
sPLA2-III inh	-3	0	5	0	-27	-2	30*	4
ssDAF-12 act	-0.6	-1.4	-1.5	-0.9	-2.1	-0.6	-1.5	-1.8
DAX1 inh-2	/	0.7	0.0	-0.6	-0.2	/	-4.4	-0.1
SMARCA2 act	-1	-3	-1	0	1	4	-3	2
GAA850 FXN act	0.6	2.5	3.7	-1.3	-0.4	/	-9.7	1.1

(25) CCc1nnc(NS(=O)(=O)c2ccc(NC(=S)NC(=O)c3cccs3)cc2)s1
(26) CCOc1ccc(C(O)(c2ccccc2)C(CN2CCCC2)c2ccccc2)cc1 (stereo unspecified)
(27) Cc1cccc(NC2=NC(C)(C)N=C(N)N2)c1
(28) Cc1cccc(NC(=O)c2cccc(NC(=O)Cc3cccs3)c2)c1
(29) COc1cccc(C(C)=NNc2ccc([N+](=O)[O-])cc2[N+](=O)[O-])c1OC
(30) COc1cc(C(=O)COC(=O)C2CCCCC2)cc(OC)c1OC
(31) Cc1nn(Cc2ccccc2)c(C)c1CNC(=O)c1ccc(F)c(S(=O)(=O)N2CCOCC2)c1
(32) O=[N+]([O-])c1ccc(S(=O)(=O)NCCS(=O)(=O)N2CCN(c3ccccc3)CC2)cc1
Assay by compound	25	26	27	28	29	30	31	32
DAX1 inh-1	0.2	0.5	-3.0	1.6	0.7	0.9	-1.0	-0.8
ADAM10 inh	0	3	6	-3	-8	-10	6	0
GC-B act	3	-7	3	1	-1	-1	2	-1
NPR1 activator	-3	-13	4	1	4	-1	-5	-1
hcDAF-12 act	1.5	-1.6	-1.7	1.1	0.4	-0.5	-1.0	-3.8
hgDAF-12 ag	-3.2	-0.9	-11	1.5	2.6	-1.3	0.1	-2.8
sPLA2-III inh	-28	-4	8	-10	1	-1	-8	-21
ssDAF-12 act	-0.8	-0.7	-2.2	-1.0	-0.7	-1.2	-1.7	-1.4
DAX1 inh-2	-0.2	2.2	-2.4	1.1	0.3	1.0	0.1	-0.3
SMARCA2 act	0	-1	-2	3	-2	-4	-4	-3
GAA850 FXN act	0.9	-2.4	0.1	3.8	-0.6	2.3	-3.2	-3.1

(33) CCCCn1c(NC(=O)c2ccc(Br)o2)c(S(=O)(=O)c2ccccc2)c2nc3ccccc3nc21
(34) CCOC(=O)CCC(=O)Nc1ccc(S(=O)(=O)Nc2cc(OC)nc(OC)n2)cc1
(35) CC(C)(C)OC(=O)N1Cc2ccccc2C[C@H]1C(=O)NCC(=O)Nc1ccc2c(c1)OCCO2
(36) Cc1nn(C)c(C)c1C(C)NC(=O)c1cc(COc2cncc(Cl)c2)on1 (stereo unspecified)
(37) O=C(N/N=C/c1c[nH]c2ccccc12)c1cc(Br)ccc1O
(38) CN(C[C@H](Cc1ccccc1)N(C[C@H](CC1CCCCC1)N(CCc1ccccc1)N=O)N=O)N=O
(39) COc1ccc([C@H]2C[C@@H](n3cc(COC(=O)c4ccccc4)nn3)[C@H](O)CN2Cc2cccs2)cc1
(40) CSCCC(NC(=O)c1ccccc1C)C(=O)O (stereo unspecified)
(41) COc1ccccc1/C=C1\SC(=O)N(CCC(=O)NNC(=O)c2ccccc2Cl)C1=O
(42) Cc1cc(=O)oc2cc(OCC(=O)OCC(=O)N3CCC(C)CC3)ccc12
Assay by compound	33	34	35	36	37	38	39	40	41	42
DAX1 inh-1	-1.4	-0.5	-9.5	0.0	0.2	-0.3	-1.0	0.0	0.0	-0.2
ADAM10 inh	i	-4	-2	-5	-39	-1	13	2	1	-353
GC-B act	1	6	-2	-3	0	-3	-7	-2	-4	-6
NPR1 activator	-3	-2	0	-2	1	-2	1	-1	-4	-3
hcDAF-12 act	-2.0	-1.2	-7.8	-3.3	5.3	0.4	-1.3	-0.6	-0.7	-1.0
hgDAF-12 ag	-4.3	-1.2	-14	-0.4	9.9	3.9	0.4	1.5	1.4	-3.2
sPLA2-III inh	-6	-2	-5	-2	-8	2	-1	-2	3	-2
ssDAF-12 act	-1.9	-1.0	-2.6	-0.6	1.3*	-1.2	-0.6	-0.8	-0.7	-1.2
DAX1 inh-2	0.2	0.4	1.4	-0.1	-1.1	-0.6	0.0	-0.5	0.6	1.8
SMARCA2 act	2	0	-5	3	4	2	0	-1	-1	-2
GAA850 FXN act	1.1	-0.1	-11	0.1	1.9	0.8	-1.4	-0.4	3.3	-0.6

Of the compounds above, these contain a Cl atom:
(2) CN(C(=O)COC(=O)c1ccc(Cl)c(S(=O)(=O)N2CCCCC2)c1)C1(C#N)CCCCC1
(8) O=C1C(Cl)=C(N2CCCCCC2)C(=O)N1c1ccccc1
(15) O=C(CN1CCN(C(=O)CNC(=O)c2ccc(-c3ccccc3)cc2)CC1)Nc1ccccc1Cl
(23) CCCC(=O)NC(c1ccccc1Cl)c1ccc2cccnc2c1O (stereo unspecified)
(36) Cc1nn(C)c(C)c1C(C)NC(=O)c1cc(COc2cncc(Cl)c2)on1 (stereo unspecified)
(41) COc1ccccc1/C=C1\SC(=O)N(CCC(=O)NNC(=O)c2ccccc2Cl)C1=O
Assay by compound	2	8	15	23	36	41
DAX1 inh-1	-1.3	-0.9	-6.3	-1.9	0.0	0.0
ADAM10 inh	-6	0	0	9	-5	1
GC-B act	2	-3	2	-2	-3	-4
NPR1 activator	2	-8	-1	-5	-2	-4
hcDAF-12 act	0.7	-1.8	-3.6	-3.5	-3.3	-0.7
hgDAF-12 ag	0.7	-0.3	-6.0	-10.0	-0.4	1.4
sPLA2-III inh	11	-8	-3	30*	-2	3
ssDAF-12 act	-1.4	-1.6	-2.7	-1.5	-0.6	-0.7
DAX1 inh-2	0.6	1.5	-0.7	-4.4	-0.1	0.6
SMARCA2 act	-3	-1	-6	-3	3	-1
GAA850 FXN act	-0.1	2.0	-1.1	-9.7	0.1	3.3

No enrichment for hits, and some 6.6% of all compounds hit somewhere here.
